Screening data: PubChem, Broad Institute
TcdB inh: TcdB glycohydrolase inhibitors, primary screen, biochemical, single point, plate reader. inhibition, % at 9.99 µM. Toxin B (Clostridioides difficile), P18177. AID 652162, 2013. 0.24% of 350,000 active. TcdB glycohydrolase enzymatic assay; in the data active = inhibition above about 10%
The depositor's hits bear a star; & = joins results of further samples. The list is partial. The share of hits here may be higher or lower than overall.

SMILES	TcdB inh
C[C@@H]1CCCCO[C@H](CN(C)C)[C@H](C)CN([C@H](C)CO)C(=O)c2cc(NC(=O)Cc3ccccc3)ccc2O1	0.7
COc1ccccc1S(=O)(=O)N[C@H]1C=C[C@H](CC(=O)N2CCN(C)CC2)O[C@H]1CO	-11.6
C[C@H]1CN([C@@H](C)CO)C(=O)c2cc(NC(=O)C3CCCCC3)ccc2O[C@@H]1CN(C)Cc1ccccc1	-0.8
CC(=O)N1[C@@H](CO)[C@@H]2c3ccccc3N(S(=O)(=O)c3cccc(C)c3)C[C@@H]21	-0.3
COc1ccc(C#Cc2ccc([C@@H]3[C@@H](CO)N4CCCCN(S(=O)(=O)c5ccccc5)C[C@H]34)cc2)cc1	-1.3
C/C=C/c1ccc2c(c1)O[C@H](CN(C)Cc1cccc(F)c1)[C@@H](C)CN([C@H](C)CO)S2(=O)=O	-0.7
CCC(=O)Nc1ccc2c(c1)OC[C@@H](C)N(Cc1cccnc1)C[C@@H](C)[C@H](OC)CN(C)C2=O	-0.3
Cc1ccc(S(=O)(=O)N(C)C[C@H]2Oc3ccc(NC(=O)NC(C)C)cc3C(=O)N([C@H](C)CO)C[C@H]2C)cc1	0.3
Cc1ccc(S(=O)(=O)N(C)C[C@@H]2OCCCC[C@H](C)Oc3ccc(NS(=O)(=O)c4cccs4)cc3C(=O)N([C@H](C)CO)C[C@@H]2C)cc1	-1.5
Cc1noc(C)c1S(=O)(=O)Nc1ccc2c(c1)CC(=O)N([C@H](C)CO)C[C@H](C)[C@@H](CN(C)S(=O)(=O)c1ccc(Cl)cc1)O2	-0.5
O=C(NCC[C@H]1CC[C@H](NC(=O)C2CCCC2)[C@H](CO)O1)c1ccc(F)cc1	0.8
O=C(Nc1ccc(F)cc1)N1CC(=O)N2[C@H](CO)[C@@H](c3ccc(-c4cccc(F)c4)cc3)[C@H]2C1	-0.5
O=C(C1CCCC1)N1CC[C@@H]2[C@H](CO)Nc3ccc(Br)cc3[C@@H]21	-1.8
COC(=O)[C@@H]1[C@@H](CO)[C@@H]2Cn3c(ccc(-c4ccncc4)c3=O)[C@@H]2N1CC1CCCCC1	-0.9
Cc1cccc(C)c1NC(=O)C(CCc1ccccc1)N1CCC(c2ccccc2)CC1 (configuration not stated)	-0.3
C[C@@H]1CN([C@@H](C)CO)C(=O)c2cc(NC(=O)Nc3ccc4c(c3)OCO4)ccc2O[C@@H](C)CCCCO[C@H]1CN(C)C(=O)Nc1ccc(C(F)(F)F)cc1	0.0
C/C=C/c1ccc2c(c1)O[C@@H](CN(C)C(=O)NC1CCCCC1)[C@@H](C)CN([C@H](C)CO)S2(=O)=O	0.0
C[C@H](CO)N1C[C@H](C)[C@@H](CN(C)S(=O)(=O)c2ccccc2)Oc2ccc(NC(=O)CCC(F)(F)F)cc2CC1=O	-0.4
CCS(=O)(=O)Nc1ccc2c(c1)C(=O)N(C)[C@@H]1CC[C@H](CC(=O)NCCOC)O[C@@H]1CO2	-0.2
COc1ccc(CN2C(=O)CN(S(C)(=O)=O)CC2(C)C(=O)Nc2ccc3c(c2)OCCO3)cc1OC (configuration not stated)	-0.5
CCCNC(=O)N1C[C@H](C)[C@H](OC)CN(C)C(=O)c2ccc(NC(=O)CCC)cc2OC[C@H]1C	-0.2
C[C@@H]1CN([C@H](C)CO)C(=O)c2cccc(NC(=O)c3nc4ccccc4s3)c2O[C@@H]1CN(C)S(=O)(=O)c1ccc(F)cc1	1.5
O=C(Nc1ccc(F)cc1)N[C@H]1CC[C@H](CCNS(=O)(=O)c2ccccc2F)O[C@H]1CO	-0.1
O=C(N[C@@H]1CC[C@@H](CCNS(=O)(=O)c2ccc(Cl)cc2)O[C@H]1CO)c1cccnc1	0.2
C[C@@H]1CN([C@@H](C)CO)C(=O)Cc2cc(NS(=O)(=O)c3ccccc3)ccc2O[C@@H]1CN(C)Cc1ccccc1	-0.5

For convenience, 7 of the compounds above:
SMILES	TcdB inh
CCS(=O)(=O)Nc1ccc2c(c1)C(=O)N(C)[C@@H]1CC[C@H](CC(=O)NCCOC)O[C@@H]1CO2	-0.2
COc1ccc(CN2C(=O)CN(S(C)(=O)=O)CC2(C)C(=O)Nc2ccc3c(c2)OCCO3)cc1OC (configuration not stated)	-0.5
CCCNC(=O)N1C[C@H](C)[C@H](OC)CN(C)C(=O)c2ccc(NC(=O)CCC)cc2OC[C@H]1C	-0.2
C[C@@H]1CN([C@H](C)CO)C(=O)c2cccc(NC(=O)c3nc4ccccc4s3)c2O[C@@H]1CN(C)S(=O)(=O)c1ccc(F)cc1	1.5
O=C(Nc1ccc(F)cc1)N[C@H]1CC[C@H](CCNS(=O)(=O)c2ccccc2F)O[C@H]1CO	-0.1
O=C(N[C@@H]1CC[C@@H](CCNS(=O)(=O)c2ccc(Cl)cc2)O[C@H]1CO)c1cccnc1	0.2
C[C@@H]1CN([C@@H](C)CO)C(=O)Cc2cc(NS(=O)(=O)c3ccccc3)ccc2O[C@@H]1CN(C)Cc1ccccc1	-0.5

Continued.
SMILES	TcdB inh
C/C=C/c1ccc2c(c1)O[C@@H](CN(C)C(=O)Nc1ccc(C(F)(F)F)cc1)[C@@H](C)CN([C@@H](C)CO)S2(=O)=O	0.2
C[C@@H]1CN([C@H](C)CO)C(=O)c2cc(NC(=O)Cc3cn(C)c4ccccc34)ccc2O[C@@H]1CN(C)Cc1ccc(C(=O)Nc2ccccc2N)cc1	0.3
CN(C)C(=O)[C@H]1[C@H](CO)[C@H]2Cn3c(cccc3=O)[C@@H]1N2CC1CCOCC1	0.8
Cc1ccc(-c2ccc(C3[C@H]4CNC[C@@H]3N4S(=O)(=O)c3ccccc3C)cc2)cc1 (some centres not stated)	-0.2&-0.3
C[C@@H]1CCCCO[C@H](CN(C)S(=O)(=O)c2ccccc2)[C@@H](C)CN([C@@H](C)CO)C(=O)c2cc(NC(=O)Cc3ccccc3)ccc2O1	-1.1
CN(C)C(=O)C[C@@H]1C=C[C@@H](NC(=O)c2ccc(F)cc2)[C@H](CO)O1	-0.3
Cc1ccccc1-c1ccc2c(c1)O[C@H](CN(C)Cc1ccncc1)[C@H](C)CN([C@H](C)CO)S2(=O)=O	1.3
COc1ccc(-c2ccc3c(c2)O[C@H](CN(C)CC2CCOCC2)[C@H](C)CN([C@H](C)CO)S3(=O)=O)cc1	0.6
CCCN(C)C[C@H]1OCCCC[C@H](C)Oc2ccc(NC(=O)C3CCCCC3)cc2C(=O)N([C@H](C)CO)C[C@H]1C	-4.9
C[C@@H]1CN([C@H](C)CO)C(=O)c2cccc(NS(=O)(=O)c3ccc(F)cc3)c2O[C@@H]1CN(C)C(=O)Nc1cccc2ccccc12	1.3
CCCC(=O)Nc1ccc2c(c1)C(=O)N(C)[C@H]1CC[C@H](CC(=O)NCCCN(C)C)O[C@H]1CO2	0.0
CC(=O)N(C)C[C@@H]1Oc2cc(-c3ccc(C#N)cc3)ccc2S(=O)(=O)N([C@H](C)CO)C[C@@H]1C	-4.0
CC(C)CC#Cc1ccc([C@@H]2[C@H]3CN(S(=O)(=O)c4ccccc4)CC(=O)N3[C@H]2CO)cc1	-4.3
CN1c2ccc(C#Cc3cccnc3)cc2[C@@H]2[C@@H](CCN2C(=O)C2CCC2)[C@H]1CO	0.1
CCCC(=O)Nc1ccc2c(c1)OC[C@H](C)N(C(=O)C1CCCC1)C[C@H](C)[C@H](OC)CN(C)C2=O	1.3
CO[C@@H]1CN(C)C(=O)c2cc(NC(=O)CC(F)(F)F)ccc2OC[C@H](C)N(C(=O)C2CCOCC2)C[C@H]1C	-1.8
CO[C@@H]1CN(C)C(=O)c2cc(NC(=O)c3ccc4c(c3)OCO4)ccc2OC[C@H](C)N(CCC(F)(F)F)C[C@@H]1C	2.7
COc1cccc(NC(=O)N2CC(=O)N3[C@H](CO)[C@@H](c4ccc(C#CC5CCCC5)cc4)[C@@H]3C2)c1	0.1
Cc1noc(C)c1NC(=O)N(C)C[C@H]1Oc2c(NS(=O)(=O)c3ccc(Cl)cc3)cccc2C(=O)N([C@H](C)CO)C[C@@H]1C	-0.2
O=C(NCC[C@@H]1CC[C@H](NS(=O)(=O)c2cccc(Cl)c2)[C@@H](CO)O1)c1cnccn1	-1.2
O=C(NC1Cc2ccccc2C1)[C@@H]1[C@@H](CO)[C@@H]2Cn3c(cccc3=O)[C@@H]2N1C(=O)C1CCC1	-0.1
O=C(C[C@@H]1CC[C@H]2[C@@H](COC[C@H](O)CN2Cc2ccc3c(c2)OCO3)O1)N1CCOCC1	0.5
C[C@H](CO)N1C[C@H](C)[C@@H](CN(C)C(=O)Nc2ccc(C(F)(F)F)cc2)OCCCC[C@H](C)Oc2ccc(NC(=O)Nc3ccc(F)cc3)cc2C1=O	0.3
O=C(NC[C@H]1CC[C@H]2[C@H](CN2S(=O)(=O)c2ccccc2)O1)NC1CCCCC1	-0.1
O=C(C1CCC1)N1CC2(C1)[C@H](c1ccccc1)[C@@H](CO)N2C(=O)c1cccnc1	0.0
The list continues.
SMILES	TcdB inh
Cc1noc(C)c1NC(=O)N[C@@H]1CC[C@@H](CC(=O)Nc2ccc(-c3ccccc3)cc2)O[C@@H]1CO	-7.9
O=C(N[C@H]1C=C[C@@H](CC(=O)N2CCC(Cc3ccccc3)CC2)O[C@H]1CO)c1cnccn1	-4.0
C[C@@H]1CN([C@@H](C)CO)C(=O)c2cc(NC(=O)c3ccccc3)ccc2O[C@@H](C)CCCCO[C@@H]1CN(C)C(=O)C1CCCCC1	-1.5
C[C@@H]1CN([C@H](C)CO)C(=O)c2cccc(NC(=O)c3ccncc3)c2O[C@@H]1CN(C)S(=O)(=O)c1ccc(Cl)cc1	-1.0
O=C(Nc1cc(F)ccc1F)N1CC(=O)N2[C@H](C1)[C@@H](c1ccc(/C=C/c3ccccc3)cc1)[C@@H]2CO	0.8
COC(=O)[C@@]1(Cc2ccccc2N=[N+]=[N-])N=C(c2ccc(OCCCO)cc2)O[C@H]1c1ccccc1CN=[N+]=[N-]	2.3
O=C(NCC[C@H]1CC[C@@H](NC(=O)C2CC2)[C@@H](CO)O1)Nc1ccc(C(F)(F)F)cc1	0.3
COc1ccc(NC(=O)C2C(c3ccc4c(c3)OCO4)=Nc3ccccc3N2C(=O)c2cccc(C(F)(F)F)c2)cc1 (configuration not stated)	1.7
CC(=O)N(C)C[C@H]1Oc2cc(C#Cc3ccc(F)cc3)ccc2S(=O)(=O)N([C@@H](C)CO)C[C@H]1C	1.6
COc1ccc(S(=O)(=O)NC[C@@H]2CC[C@@H]3[C@@H](CN3Cc3cc(F)ccc3F)O2)cc1	-2.5
CC(C)NC(=O)Nc1cccc2c1O[C@H](CN(C)C)[C@H](C)CN([C@H](C)CO)C2=O	-3.3
CCCN1C[C@H](C)[C@@H](OC)CN(C)C(=O)c2ccc(NC(=O)c3cnccn3)cc2OC[C@H]1C	-0.6
C[C@H](CO)N1C[C@H](C)[C@@H](CN(C)Cc2ccc(C(=O)Nc3ccccc3N)cc2)Oc2ccc(NS(=O)(=O)c3cccs3)cc2C1=O	0.2
C[C@@H]1CN([C@H](C)CO)S(=O)(=O)c2ccc(-c3ccncc3)cc2O[C@@H]1CN(C)S(C)(=O)=O	0.0
COCCNC(=O)C[C@@H]1CC[C@@H]2[C@H](COC[C@@H](O)CN2Cc2cccc(-c3ccncc3)c2)O1	-10.2
CC(C)C(=O)Nc1ccc2c(c1)C(=O)N(C)[C@@H]1CC[C@@H](CC(=O)NCc3ccccc3)O[C@@H]1CO2	0.2
COc1ccc(S(=O)(=O)Nc2cccc3c2O[C@H](CN(C)Cc2ccc4c(c2)OCO4)[C@H](C)CN([C@@H](C)CO)C3=O)cc1	0.2
O=C1NC(Cc2cnc[nH]2)C(=O)N2CCCC12 (configuration not stated)	-0.1
C[C@H]1CN([C@@H](C)CO)C(=O)c2cc(-c3ccc(F)cc3)cnc2O[C@@H]1CN(C)Cc1cncnc1	-7.3
C[C@@H]1CCCCO[C@H](CN(C)C(=O)c2ccccc2)[C@H](C)CN([C@@H](C)CO)C(=O)c2cc(NS(=O)(=O)c3ccccc3)ccc2O1	0.9
C/C=C/c1ccc([C@@H]2[C@@H](CO)N3CCCCN(CCC(F)(F)F)C[C@@H]23)cc1	0.4
C[C@@H]1CN([C@@H](C)CO)C(=O)c2cccc(NS(=O)(=O)c3ccccc3)c2O[C@@H]1CN(C)S(=O)(=O)c1cccs1	0.5
CCCNC(=O)Nc1ccc2c(c1)C(=O)N(C)C[C@@H](OC)[C@H](C)CN(Cc1cncnc1)[C@H](C)CO2	0.2
CN(C)C(=O)[C@H]1[C@H](CO)[C@H]2Cn3c(ccc(/C=C/c4ccccc4)c3=O)[C@H]2N1CC1CC1	0.7
COc1ccc(CN(C)C[C@H]2Oc3ccc(NC(=O)Nc4ccc5c(c4)OCO5)cc3CC(=O)N([C@@H](C)CO)C[C@H]2C)cc1	0.7
Remaining list, next part
SMILES	TcdB inh
C[C@@H]1CN([C@@H](C)CO)S(=O)(=O)c2ccc(-c3cccnc3)cc2O[C@@H]1CN(C)Cc1ccccn1	-9.1
Cc1noc(C)c1S(=O)(=O)Nc1ccc2c(c1)C(=O)N([C@@H](C)CO)C[C@H](C)[C@@H](CN(C)C(=O)NC(C)C)O2	-0.1
O=C(C[C@@H]1C=C[C@@H](NC(=O)Nc2ccc(C(F)(F)F)cc2)[C@@H](CO)O1)NCc1ccccn1	-0.8
O=C(Cc1ccccn1)N1CC(=O)N2[C@@H](CO)[C@@H](c3ccc(-c4ccccc4)cc3)[C@@H]2C1	1.3
C[C@H](CO)N1C[C@H](C)[C@@H](CN(C)C(=O)CC2CC2)Oc2cc(C#CC3CC3)ccc2S1(=O)=O	0.3
C[C@H](CO)N1C[C@H](C)[C@@H](CN(C)C(=O)Nc2cccc3ccccc23)Oc2ccc(NS(=O)(=O)c3cn(C)cn3)cc2CC1=O	0.1
C[C@H]1CN([C@@H](C)CO)S(=O)(=O)c2ccc(C3=CCCCC3)cc2O[C@H]1CN(C)C(=O)Nc1ccc2c(c1)OCO2	0.1
CCC(=O)Nc1ccc2c(c1)OC[C@H](C)N(C(=O)CN(C)C)C[C@H](C)[C@@H](OC)CN(C)C2=O	-1.8
